COUP-TFII inh – inhibitors of human COUP-TFII (NR2F2); P24468; HEK293T NGFI-A luciferase reporter, luminescence; inhibition, % at 8.6 µM; 0.7% of 370,000 active; AID 686940;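 active = inhibition above a per-plate cutoff, mean inhibition of test wells between control levels plus 3 SD, cut at about 38% in these data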;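 also: cells cotransfected with COUP-TFII expression vector driving the NGFI-A reporter; 0% = median of COUP-TF2 test wells and 100% = reporter-only cells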
NCOA2 inhibitor – human SRC2 (NCOA2) inhibition. Q15596. HEK293 GAL4-SRC2 luciferase reporter, luminescence. inhibition, % at 9 µM. 0.17% of 370,000 active. AID 651957;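 active = inhibition above the mean inhibition of all tested compounds plus 3 SD, set per campaign, cut at about 52% in these data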;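 also: 0% = DMSO treated cells and 100% = cells given Gossypol at 36 µM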
EBV LMP1 NFkB – reduces LMP1-driven NF-kappaB luciferase signal; inhibition, % at 12.5 µM; LMP1-induced NF-kappaB luciferase reporter cells, luminescence; 0.69% of 350,000 active; in the data active = inhibition above about 41%; inconclusive = no clear call, values can overlap the other calls;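 also: 0% = neutral control wells and 100% = reference inhibitor control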
NCOA1 inh – inhibitors of human steroid receptor coactivator 1 (SRC1); HEK293 GAL4-SRC1 luciferase reporter, luminescence; Q15788; AID 588354; 0.12% of 360,000 active; inhibition, % at 3.6 µM;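 active = inhibition above the campaign mean plus 3 SD, with each screening campaign given its own cutoff, cut at about 60% in these data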;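 also: 0% = DMSO treated cells and 100% = gossypol at 36 µM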
TROY NFkB inh – TROY signaling inhibition; inhibition, % at 10 µM; 0.98% of 360,000 active; Q293 LMP1-TROYcd NF-kB luciferase reporter, 4 h;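 active = compounds whose plate-normalised and pattern-corrected inhibition of the luciferase reporter signal at the single screening dose is 50% or more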
TLR9-MyD88 block – inhibitors of human TLR9-MyD88 binding | AID 504734 | Q9NR96+Q99836 | CHO BLA complementation TLR9-MyD88, CCF4 FRET ratio | 0.21% of 340,000 active | inhibition, % at 4.98 µM;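 active = inhibition above the mean over all tested compounds plus 3 SD, cut at about 21% in these data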;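 also: 0% = DMSO only wells and 100% = clavulanate BLA inhibitor control wells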
C8 TRAIL sens – caspase-8 TRAIL sensitization; NB7+C8 cells + TRAIL, ATPlite viability luminescence; inhibition (viability loss, TRAIL sensitization), % at 10 µM; 1% of 360,000 active; AID 624354;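 active = compounds causing at least 50% loss of cell viability in the single-dose screen, relative to plate controls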
Vif inh – HIV Vif inhibition; HEK293T cells, Vif self-association by quenched fluorescence, imaging, 24 h; inhibition, % at 7.49 µM; 0.35% of 340,000 active; AID 602346; in the data active = inhibition above about 50%, passing the limit was not always enough; inconclusive = no clear call, values can overlap the other calls; inactive = below about 31%; also: some results filed as inactive read as strong as hits
NR5A2 inv ag – suppresses constitutive activity of human LRH-1; inhibition, % at 3.6 µM; AID 602396; 0.13% of 360,000 active; HEK293T StAR-luciferase reporter, LRH-1 transfected, 24 h;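 active = inhibition above the mean inhibition of all tested compounds plus 3 SD, cut at about 73% in these data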;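 also: 0% = DMSO wells and 100% = reporter-only cells lacking LRH-1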
Target sequence (O00482 whole entry, looked up): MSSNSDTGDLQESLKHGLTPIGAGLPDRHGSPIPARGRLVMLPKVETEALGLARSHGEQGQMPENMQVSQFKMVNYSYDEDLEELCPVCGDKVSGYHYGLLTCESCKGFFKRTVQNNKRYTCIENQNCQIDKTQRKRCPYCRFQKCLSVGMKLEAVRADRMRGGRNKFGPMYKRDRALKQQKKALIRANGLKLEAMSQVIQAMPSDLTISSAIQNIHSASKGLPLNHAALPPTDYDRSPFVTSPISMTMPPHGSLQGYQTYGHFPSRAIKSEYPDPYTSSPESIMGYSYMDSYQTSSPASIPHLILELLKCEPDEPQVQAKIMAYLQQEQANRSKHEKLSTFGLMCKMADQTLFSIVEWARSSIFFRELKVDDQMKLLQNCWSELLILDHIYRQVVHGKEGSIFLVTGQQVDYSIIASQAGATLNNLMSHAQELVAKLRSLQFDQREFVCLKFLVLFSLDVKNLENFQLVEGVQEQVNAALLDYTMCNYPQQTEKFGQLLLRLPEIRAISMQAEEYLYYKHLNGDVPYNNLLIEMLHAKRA
SRC3 inh – inhibits human SRC3 coactivator. Q9Y6Q9. HEK293 GAL4-SRC3 luciferase reporter, luminescence. inhibition, % at 3.6 µM. 0.17% of 360,000 active. AID 588352;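 active = inhibition above a per-campaign cutoff, the mean of all compounds plus 3 SD, cut at about 60% in these data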;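 also: 0% = DMSO-treated cells and 100% = gossypol-treated cells at 36 µM; higher means less SRC3-driven luciferase light from the GAL4 reporter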
NOD2 RIPK2 PPI – blocks binding of human NOD2 to RIPK2; O43353; 0.38% of 360,000 active; inhibition, % at 4.98 µM; CHO BLA complementation NOD2-RIPK2, CCF4 ratio; in the data active = inhibition above about 21%;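 also: 0% = vehicle only and 100% = reference blocker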
Target sequence (O43353 whole entry, looked up): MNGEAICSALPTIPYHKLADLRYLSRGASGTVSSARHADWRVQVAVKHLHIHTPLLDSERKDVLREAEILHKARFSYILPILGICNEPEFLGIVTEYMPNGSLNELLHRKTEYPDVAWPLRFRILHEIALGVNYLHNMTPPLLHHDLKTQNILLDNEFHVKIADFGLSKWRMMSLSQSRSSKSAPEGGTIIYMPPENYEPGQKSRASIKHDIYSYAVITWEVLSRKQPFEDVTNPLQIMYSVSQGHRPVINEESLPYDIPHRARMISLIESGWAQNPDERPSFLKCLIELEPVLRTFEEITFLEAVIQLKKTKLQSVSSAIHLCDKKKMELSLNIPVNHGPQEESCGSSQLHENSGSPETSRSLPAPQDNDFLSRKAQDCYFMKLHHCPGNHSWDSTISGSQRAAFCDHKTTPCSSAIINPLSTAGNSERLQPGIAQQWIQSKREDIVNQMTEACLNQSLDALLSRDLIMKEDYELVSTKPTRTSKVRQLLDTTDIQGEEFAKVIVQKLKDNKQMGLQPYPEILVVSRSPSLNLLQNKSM
Numbers without * were called inactive; ? = inconclusive; . = no result given. The list is partial, so the mix of outcomes need not match the whole.

SMILES	COUP-TFII inh	NCOA2 inhibitor	EBV LMP1 NFkB	NCOA1 inh	TROY NFkB inh	TLR9-MyD88 block	C8 TRAIL sens	Vif inh	NR5A2 inv ag	SRC3 inh	NOD2 RIPK2 PPI
CCCCCNC(=O)C(C1CC1)n1c(=O)c(-c2ccccc2)nc2ccccc21 (centres undefined)	3	7	.	.	.	.	-5	.	6	.	-2
O=C(CNC(=O)c1ccccc1Cl)NC1CCN(Cc2ccccc2)CC1	9	11	-1	-4	16	3	-5	-9	2	9	0
COc1ccc(C2(C)NC(=O)N(CC(=O)Nc3ccc(-c4nc5ccc(C)cc5s4)cc3)C2=O)cc1 (centres undefined)	-32	-82	-27	-73	-26	.	19	-10	-111	-67	-9
CCN(CC)c1nc(-c2ccc(Cl)cc2)cc(C(F)(F)F)c1C#N	-6	9	3	-8	-6	-10	2	16	-8	-2	1
CC(C)COC(=O)c1cc(=O)[nH]c2ccccc12	-3	-2	5	9	-5	0	-7	-19	16	7	3
Cc1cc(=O)n(-c2ccc(O)cc2)[nH]1	42*	20	4	13	-4	-4	-1	-1	18	32	-22
O=C(OCC(=O)c1c[nH]c2ccccc12)c1ccc(F)c(S(=O)(=O)N2CCOCC2)c1	7	-31	-10	9	-2	-2	-12	-1	0	-2	4
COc1cc(C)nc(N2CCC(C(N)=O)CC2)n1	-29	2	1	5	-18	4	-4	12	-3	17	-4
CN1CCN(C(=O)c2ccccc2NC(=O)c2sc3ccccc3c2Cl)CC1	-19	3	-2	-4	3	2	30	-2	4	0	10
CC(C)(C)c1ccc(OCc2ccc(C(=O)N/N=C/c3ccc(O)c(O)c3)cc2)cc1	12	12	-24	-5	-21	1	24	3	-33	-24	-3
Cc1cccc(-c2nc3c(s2)CCc2onc(-c4ccc(Br)cc4)c2-3)c1	-2	-6	-11	-1	-9	0	14	-1	3	-9	9
CCCn1c(O)c(N=NC(=O)CNC(=O)Cc2ccc(OC)cc2)c2ccccc21	-2	8	-8	-7	-5	-3	8	14	21	6	-7
CCOC(=O)C1CCN(c2cc3c(cc2NC(=O)c2ccccc2)n(C)c(=O)n3C)CC1	-9	-2	-10	1	8	-3	7	5	1	4	-7
NC(=O)CN1C(=O)NC(c2ccccc2)(c2ccccc2)C1=O	5	-3	1	-21	-16	7	6	8	-10	-15	-1
Cc1cc2c(n1-c1ccc(Br)cc1)CC(C)(C)CC2=O	10	8	-3	-30	-10	-9	-12	-4	10	-3	5
Cc1nn(CC(=O)Nc2cccnc2)c(=O)c2ccccc12	-12	-19	-4	-15	8	1	1	-2	-9	13	3
O=C(Nc1ccc(N2CCN(C(=O)c3ccccc3)CC2)cc1)c1cccnc1	0	-5	5	15	-6	-10	-23	6	7	8	0
C[C@H]1CN([C@@H](C)CO)C(=O)c2cc(NC(=O)c3ccncc3)ccc2O[C@H]1CN(C)Cc1ccc(C(=O)O)cc1	4	-11	0	-12	-21	3	-1	3	3	6	-3
O=C(NCCc1ccccc1)c1nc2ncccn2n1	-5	-3	-10	-11	11	-7	4	-9	-12	-6	-3
COc1ccc(NC(=O)CCN2CCN(c3ccc(F)cc3)CC2)cc1	-17	-6	1	10	-5	5	2	-10	1	7	-4
O=C(CN1C(=O)NC(Cc2c[nH]c3ccccc23)C1=O)Nc1ccc(F)cc1F (centres undefined)	4	0	-9	-7	4	10	3	2	-3	-1	13
COc1ccc(CN2C[C@@H](CO)O[C@@H](n3cnc4c(NCc5ccco5)ncnc43)C2)cc1	10	-10	.	-2	6	.	-2	3	2	6	-4
CCN(Cc1cnn(C)c1)Cc1nc(C(c2ccccc2)c2ccccc2)no1	8	-5	3	-9	5	-1	12	-5	8	-4	-9
O=C(COC(=O)/C=C/c1ccc(OC(F)F)cc1)NC(=O)NC1CCCCC1	-10	11	4	10	-3	-2	10	?	-3	-1	-4
CC(C)C(=O)Nc1nc(-c2ccc(S(=O)(=O)N3CCOCC3)cc2)cs1	3	15	6	6	3	-4	9	-2	21	-31	1

The list goes on; it opens with the two that closed the last part.
SMILES	COUP-TFII inh	NCOA2 inhibitor	EBV LMP1 NFkB	NCOA1 inh	TROY NFkB inh	TLR9-MyD88 block	C8 TRAIL sens	Vif inh	NR5A2 inv ag	SRC3 inh	NOD2 RIPK2 PPI
O=C(COC(=O)/C=C/c1ccc(OC(F)F)cc1)NC(=O)NC1CCCCC1	-10	11	4	10	-3	-2	10	?	-3	-1	-4
CC(C)C(=O)Nc1nc(-c2ccc(S(=O)(=O)N3CCOCC3)cc2)cs1	3	15	6	6	3	-4	9	-2	21	-31	1
Cc1nnsc1C(=O)NCc1c(F)cccc1Cl	-6	-6	-2	-13	-21	-1	-1	-5	12	-16	2
Cc1cc(C)cc(NS(=O)(=O)c2cc(Br)cnc2N)c1	6	11	3	8	-8	-2	-15	-8	-4	1	-3
CCc1sc(NS(C)(=O)=O)nc1-c1ccccc1	-6	6	5	2	0	8	1	-8	-3	6	2
COCc1nc2sc3c(c2c(=O)[nH]1)CCCC3	-3	-28	4	0	-15	-2	1	-7	-16	-13	-3
CC1CCN(CCC(=O)Nc2nccs2)CC1	2	18	-4	-16	11	-6	-6	-7	1	9	2
COc1ccc(C2=NS(=O)(=O)N(C)C(C(=O)NC(C)c3ccccc3)=C2)cc1OC (centres undefined)	-3	-1	-4	-14	-7	11	1	7	35	-4	0
COc1ccc(C(=O)CCN2CCN(c3ccccc3OC)CC2)cc1	25	3	-2	-9	11	3	23	-2	5	2	-9
COc1ccc(NC(=O)CCS(=O)(=O)c2ccc3c(c2)oc(=O)n3C)cc1OC	1	-15	4	-4	-8	7	2	0	12	-10	-3
O=S(=O)(c1ccc(F)cc1)N(CCO)CC(O)Cn1c2ccccc2c2ccccc21 (centres undefined)	10	-25	-9	-5	13	-8	9	-2	5	12	-5
CCCCCCCCOC(=O)c1c(CSC(=N)N)n(C)c2cc(Br)c(OC(C)=O)cc12	1	9	.	-2	12	.	92*	26	-18	16	10
CC(=O)c1ccc(NC(=O)Cn2cnc(S(=O)(=O)N3CCCCC3)c2)cc1	-1	0	2	-17	-19	-10	-7	9	23	16	-7
CC(C)NC(=O)C1(C)Cc2c(-c3ccc(C(N)=O)cc3)ccnc2O1 (centres undefined)	0	-24	.	-5	4	.	-8	1	-22	-11	3
O=C(CC(=O)c1ccccc1)CS(=O)(=O)c1ccccc1	-5	-29	-12	0	-30	-5	8	-1	-5	-15	-3
COC(=O)CC[C@@H](C(=O)O)N1C(=O)c2ccccc2C1=O	-3	-61	-4	-5	-17	3	-15	12	-14	31	2
Cc1cc2nnc(SCc3ccc4c(c3)OCO4)n2c2ccccc12	5	19	7	10	-5	1	4	-5	5	24	0
CCNC(=S)NCCN1CCOCC1	-11	-10	-14	-5	-1	-1	-9	4	17	12	-1
COCCCNC(=O)C1CCN(S(=O)(=O)N(CC(C)C)CC(C)C)CC1	12	-3	-4	-17	-3	0	6	7	13	18	6
C/C(=N\NC(=O)c1ccco1)c1ccc(-c2ccccc2)cc1	-48	-31	-17	-61	-29	5	15	-5	-157	-85	2
CC(=O)Cc1nsc(NC(=O)c2ccc(-c3cccc(Cl)c3)o2)n1	7	-72	-15	-2	-2	9	20	-15	8	12	-2
CCN1C(=O)C(CC(=O)Nc2ccc(OC)cc2)N(CCCN2CCN(c3ccc(OC)cc3)CC2)C1=S (centres undefined)	7	-2	13	12	-14	-4	-11	-2	3	18	9
CCC(=O)N[C@H]1CC[C@@H](CCn2cc(C3CC3)nn2)O[C@@H]1CO	-4	-40	.	.	.	.	2	.	21	.	-4
Cc1nc(-c2ccccc2)cc(=O)[nH]1	13	-13	5	11	-5	-2	-3	1	3	-6	0
COc1ccc(CC2(CO)CCN(Cc3ccc4c(c3)CCO4)CC2)cc1	-6	-1	2	-34	-11	4	1	-1	1	12	3
COCCNC(=O)C(c1c[nH]c2ccccc12)N(C(=O)c1snc(C(N)=O)c1N)c1cccc(OC)c1 (centres undefined)	6	-53	1	-5	0	2	-19	2	-12	9	-11
CS(=O)(=O)Nc1ccccc1C(=O)N1CCOCC1	-22	3	-14	-8	-5	-3	-23	16	-8	12	-6
COc1ccc(CC(=O)Nc2ccc(S(=O)(=O)Nc3cc(OC)nc(OC)n3)cc2)cc1	13	-15	-3	-13	-13	0	1	5	-24	-1	5
CS(=O)(=O)Nc1ccccc1C(=O)Nc1cc(Cl)cc(Cl)c1	18	-10	14	0	35	-3	23	-15	-7	17	-9
O=C1NC[C@H](CCCCN2C[C@H](Cc3ccc(O)cc3)N(Cc3ccccc3)C(=O)C2=O)N(CC2CCCCC2)C1=O	15	9	.	.	-5	.	4	.	23	.	-2
COC(=O)c1[nH]c2ccc(C)cc2c1NC(=O)CN1CCN(c2ccccc2)CC1	37	15	20	10	38	4	23	-5	13	4	11

An excerpt from above in order of heavy-atom count, falling.
SMILES	COUP-TFII inh	NCOA2 inhibitor	EBV LMP1 NFkB	NCOA1 inh	TROY NFkB inh	TLR9-MyD88 block	C8 TRAIL sens	Vif inh	NR5A2 inv ag	SRC3 inh	NOD2 RIPK2 PPI
O=C1NC[C@H](CCCCN2C[C@H](Cc3ccc(O)cc3)N(Cc3ccccc3)C(=O)C2=O)N(CC2CCCCC2)C1=O	15	9	.	.	-5	.	4	.	23	.	-2
CCN1C(=O)C(CC(=O)Nc2ccc(OC)cc2)N(CCCN2CCN(c3ccc(OC)cc3)CC2)C1=S (centres undefined)	7	-2	13	12	-14	-4	-11	-2	3	18	9
COCCNC(=O)C(c1c[nH]c2ccccc12)N(C(=O)c1snc(C(N)=O)c1N)c1cccc(OC)c1 (centres undefined)	6	-53	1	-5	0	2	-19	2	-12	9	-11
CCCCCCCCOC(=O)c1c(CSC(=N)N)n(C)c2cc(Br)c(OC(C)=O)cc12	1	9	.	-2	12	.	92*	26	-18	16	10
COC(=O)c1[nH]c2ccc(C)cc2c1NC(=O)CN1CCN(c2ccccc2)CC1	37	15	20	10	38	4	23	-5	13	4	11
CC(=O)c1ccc(NC(=O)Cn2cnc(S(=O)(=O)N3CCCCC3)c2)cc1	-1	0	2	-17	-19	-10	-7	9	23	16	-7
COCCCNC(=O)C1CCN(S(=O)(=O)N(CC(C)C)CC(C)C)CC1	12	-3	-4	-17	-3	0	6	7	13	18	6
Cc1cc2nnc(SCc3ccc4c(c3)OCO4)n2c2ccccc12	5	19	7	10	-5	1	4	-5	5	24	0
CC(=O)Cc1nsc(NC(=O)c2ccc(-c3cccc(Cl)c3)o2)n1	7	-72	-15	-2	-2	9	20	-15	8	12	-2
CS(=O)(=O)Nc1ccccc1C(=O)Nc1cc(Cl)cc(Cl)c1	18	-10	14	0	35	-3	23	-15	-7	17	-9
COC(=O)CC[C@@H](C(=O)O)N1C(=O)c2ccccc2C1=O	-3	-61	-4	-5	-17	3	-15	12	-14	31	2
Cc1cc(C)cc(NS(=O)(=O)c2cc(Br)cnc2N)c1	6	11	3	8	-8	-2	-15	-8	-4	1	-3
CS(=O)(=O)Nc1ccccc1C(=O)N1CCOCC1	-22	3	-14	-8	-5	-3	-23	16	-8	12	-6
CCc1sc(NS(C)(=O)=O)nc1-c1ccccc1	-6	6	5	2	0	8	1	-8	-3	6	2
CC1CCN(CCC(=O)Nc2nccs2)CC1	2	18	-4	-16	11	-6	-6	-7	1	9	2
